Bioassay records (PubChem BioAssay)
IL-1B inflam inh: inflammasome signaling inhibition, IL-1 beta readout | 360,000 tested, 4.7% active | THP-1 LPS/ATP IL-1B secretion, AlphaLISA, 16 h; stronger effect = lower value | AID 743279 | activity change, % at 57.5 µM; in the data active means activity change below about -50%; inconclusive means mostly about -30% to -49%; further: on the % scale 0 is the no-effect control and ±100 the full control effect
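Secreted IL-1B measured by AlphaLISA bead assay after 16 h compound exposure of THP-1 cells; compounds (final up to 57.5 uM) added 1 h before LPS (250 ng/mL) and ATP (1.25 mM) stimulation; lower signal means less secretion.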
MCF10A rereplic: inducers of DNA re-replication in MCF 10A breast cells. MCF 10A DNA re-replication, Hoechst nuclear intensity, 48 h. Potency, µM (top dose mostly 46.1 µM), without a hit: at the highest dose activity, positive = re-replication, actives largely listed as activators. 350,000 tested, 2.9% active. AID 624296; further: potency means the concentration at half of the fitted maximal effect; % of control where 0% means no effect; nearly all actives have a fitted effect of over 50% in size
DRD3 agonist: agonists of human D3 dopamine receptor | P35462 | D3R DiscoveRx beta-arrestin cells, luminescence, 90 min | max activation, % | 410,000 tested, 0.58% active; in the data active means max activation above about 30%; further: 0% is about no effect; mostly tested at two doses, the higher about 12 µM
Target sequence (P35462 whole entry, looked up): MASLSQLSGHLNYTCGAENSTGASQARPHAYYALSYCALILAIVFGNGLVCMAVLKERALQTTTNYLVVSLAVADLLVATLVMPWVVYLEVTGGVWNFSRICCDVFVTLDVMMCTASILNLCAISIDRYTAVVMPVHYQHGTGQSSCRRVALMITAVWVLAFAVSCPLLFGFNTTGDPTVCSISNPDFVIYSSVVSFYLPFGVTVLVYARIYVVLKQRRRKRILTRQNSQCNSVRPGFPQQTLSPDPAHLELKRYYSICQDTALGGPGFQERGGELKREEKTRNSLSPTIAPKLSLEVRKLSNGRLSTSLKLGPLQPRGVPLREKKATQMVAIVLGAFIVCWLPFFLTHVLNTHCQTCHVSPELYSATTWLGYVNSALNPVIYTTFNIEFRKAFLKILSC
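Cells at 1500/well, incubated overnight, then treated with pinned compounds (dopamine as control) for 90 min at 37 degrees C. DiscoveRx reagent added for 30 - 60 minutes at room temperature; luminescence read.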
HT1080NT lethal: kills 2HG-producing HT-1080-NT fibrosarcoma cells; HT-1080-NT fibrosarcoma viability, CellTiter-Glo ATP luminescence, 48 h; Potency, µM (highest dose often 46.1 µM), without a hit: at the highest dose activity, negative = less viability, usual class: cytotoxic; 360,000 tested, 1.6% active; AID 686970;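 further: NT is the 2HG producing partner of a matched IDH1 knockdown line; potency means the concentration at half of the fitted maximal effect; 0% = DMSO-treated cells and -100% = media-only wells without cells; nearly all actives have a fitted effect of over 55% in size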
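Toxicity toward the 2HG-producing NT line was scored as %Activity, normalised to DMSO and no-cell wells, from CellTiter-Glo luminescence after 48 hours' treatment.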
HT1080 IDH1KD tx: HT-1080 IDH1 knockdown cell toxicity (counter line); Potency, µM (top dose mostly 46.1 µM), for inactives: at the highest dose activity, negative = toxicity, hits mostly cytotoxic; HT-1080 IDH1 knockdown viability, ATP luminescence, 48 h; 360,000 tested, 2% active;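 further: potency means the concentration at half of the fitted maximal effect; 0% = DMSO wells and -100% = cell-free medium wells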
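Cytotoxicity counter-line: IDH1KD HT-1080, 48 h, CellTiter-Glo. Curves classed by r2, magnitude and activity.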
HEK293 tox: cytotoxicity counter-screen for GLP-1 receptor inverse agonists; AID 624418; HEK293 cAMP-luciferase reporter cells, luminescence, 24 h; Potency, µM (titrated, usually from 38.3 µM), inactives show at the highest dose activity change, negative = inhibition, hits mostly inhibitors; 410,000 tested, 0.13% active;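 further: loss of luciferase light is scored as toxicity; potency means the concentration at half of the fitted maximal effect; on the % scale 0 is the no-effect control and ±100 the full control effect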
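Quantitative HTS format, 1536 wells, 200 cells/uL seeded. Compounds: 23 nL, 24 h, 37 °C. Detection: luciferase reagent, luminescence at 12 min RT; decreased signal taken as cytotoxic.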
KB-V1 cytotox: KB-V1 MDR subline cytotoxicity; Potency, µM (doses to about 46.1 µM), without a hit: at the highest dose activity change, negative = cytotoxicity, hits mostly cytotoxic; 400,000 tested, 3.4% active; AID 1347076; KB-V1 MDR cells viability, CellTiter-Glo, 72 h; further: potency means the concentration at half of the fitted maximal effect; on the % scale 0 is the no-effect control and ±100 the full control effect; nearly all actives have a fitted effect of over 60% in size
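KB-V1 cells (P-gp-expressing MDR subline of KB-3-1) in phenol-red-free DMEM with 10% FBS were exposed to library compounds over a concentration series for 72 h at 37 degrees C. Viability read by CellTiter-Glo luminescence; concentration-effect curves fitted after normalization.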
KB-3-1 cytotox: KB-3-1 parental cell cytotoxicity. KB-3-1 viability, CellTiter-Glo ATP luminescence, 72 h. Potency, µM (series often up to 46.1 µM), inactives show top-dose activity change, negative = cytotoxic, usual class: cytotoxic. 400,000 tested, 1.4% active; further: potency means the concentration at half of the fitted maximal effect; on the % scale 0 is the no-effect control and ±100 the full control effect; nearly all actives have a fitted effect of over 60% in size
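72 h, 37 °C compound treatment of KB-3-1 parental cells; CellTiter-Glo added, 10 min, luminescence read. Data corrected against DMSO-only plates and normalized before curve fitting.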
SW480 rereplic: inducers of DNA re-replication in SW480 colon cancer cells | SW480 DNA re-replication, Hoechst DNA content imaging, 48 h | Potency, µM (doses to about 46.1 µM), for the others: top-dose re-replication activation, actives largely listed as activators | 340,000 tested, 1.8% active | AID 624297; further: potency means the concentration at half of the fitted maximal effect; % of control where 0% means no effect; nearly all actives have a fitted effect of over 55% in size
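SW480 cells exposed to compounds for 48 hr at 37 C, 5% CO2, then Hoechst-stained 40 min. Nuclear DNA content imaged by fluorescence scanning (405 nm excitation, 500-530 nm emission); re-replication scored as increased high-intensity nuclei.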
The depositor's hits bear a star; ? = inconclusive; nt = not tested or not shown; [ ] = dose if it differs, or a comment. Unless noted, the call rests on the fitted dose curve; in most records, active means well fitted curve in the direction sought with a large enough effect; inconclusive means small, poorly fitted or top-dose-only effect, or another doubt; inactive means no such curve, though single readings can be large; an effect the other way counts as inactive or inconclusive.

SMILES	IL-1B inflam inh	MCF10A rereplic	DRD3 agonist	HT1080NT lethal	HT1080 IDH1KD tx	HEK293 tox	KB-V1 cytotox	KB-3-1 cytotox	SW480 rereplic
Cc1ccc(OCCC(=O)Nc2ccc(F)c(Cl)c2)cc1	0	-5%	2	16%	28%	-11%	-25%	2%	-2%
O=C(c1ccc([N+](=O)[O-])cc1)N(C1=NCCCCS1)c1ccccc1	-12	0%	-7	-8%	-5%	-7%	0%	-4%	1%
CCOc1ccc(NC(=O)CNC(=O)c2nn(-c3ccc(OC)cc3)c(=O)c3ccccc23)cc1	91	2%	5	0%	1%	3%	?	-6%	1%
C/C(CC(=O)NC1CCCCC1)=N\NC(=O)c1ccccc1C	-7	20%	3	15%	14%	0%	3%	6%	7%
CC(C)NC(=O)NC(=O)COC(=O)c1ccc(OC(F)(F)F)cc1	0	9%	5	10%	11%	16%	1%	23%	-6%
CC1CCc2c(sc3ncnc(NCc4cccnc4)c23)C1 (stereo not given)	-2	-2%	-2	0%	-10%	-15%	?	-10%	-16%
Cc1ccc(NC(=O)CN2C(=O)NC(C)(C3CC3)C2=O)c(C)c1 (stereo not given)	0	-5%	-14	2%	-2%	6%	-12%	-8%	13%
Cc1nnsc1SCC(=O)O	22	5%	-5	-1%	12%	2%	15%	-3%	3%
CC(=O)c1c(C)nc(-c2cccc([N+](=O)[O-])c2)n1O	5	1%	-9	-1%	-14%	8%[0.307 µM]	-15%	-9%	-9%
Oc1ccc(/C=N/Nc2cc(N3CCOCC3)nc(N3CCOCC3)n2)cc1O	25	21%	0	-1%	-2%	-13%	29%	4%	14%
CN(CC(=O)Nc1cccc2ccccc12)c1ccc(S(=O)(=O)N2CCOCC2)cn1	22	?	7	-5%	-24%	-15%	-3%	-4%	1%
CC(=O)OC[C@H]1O[C@@H](O[C@H]2C[C@]3(C)C(C[C@@H](O)C4C([C@]5(C)CC[C@@H](C(C)(C)O)O5)CC[C@]43C)[C@@]3(C)CC[C@H](O)C(C)(C)C23)[C@H](O[C@@H]2O[C@@H](C)[C@H](O)[C@@H](O)[C@H]2O)[C@@H](O)[C@@H]1O (stereo not given in full)	3	16%	16	1%	14%	-12%	0%	15%	-10%[9.22 µM]
CCCCN(CC(=O)NCc1ccc(F)cc1)C(=O)c1ccco1	8	-1%	1	6%	-2%	0%	-25%	-2%	-6%
c1ccc(-c2nc(C3CCCCC3)no2)cc1	-5	-2%	-4	13%	13%	7%	12%	0%	-2%
COc1ccc(N2C(=O)C3C(c4ccc(OC)cc4O)NC(Cc4ccccc4)(C(=O)O)C3C2=O)cc1 (stereo not given)	15	-2%	5	17%	11%	-6%	2%	10%	12%
CCCCNC(=O)CN1C(=O)CSc2ccc(S(=O)(=O)N3CCC(C)CC3)cc21	nt	nt	3	nt	nt	-10%	0%	4%	nt
COc1ccc(NS(=O)(=O)c2cc(NC(=O)C3=NN(c4ccccc4)C(=O)CC3)ccc2C)cc1	8	2%	3	-2%	-27%	-7%	?	13%	-1%
COc1ccc2nc(NCCO)[nH]c2c1	30	-18%	-3	-3%	-1%	3%	2%	1%	2%
O=C(CSc1ccc(-c2ccncc2)nn1)N1CCCC1	23	-2%	-11	5%	11%	-6%	56%	13%	-15%
COc1ccccc1N1CCN(Cc2ccco2)CC1	-6	2%	-9	9%	14%	9%	-19%	0%	3%
CCOC(=O)C1=C(O)/C(=C/c2ccc(OCC(=O)O)c(OC)c2)SC1=Nc1ccc(OCC)cc1	15	5%	2	0%	-13%	5%	9%	4%	-7%
CCN1CCN(CCCNC(=O)Cn2c(-c3cccs3)cc3cc(Cl)ccc32)CC1	nt	nt	-12	nt	nt	-9%	0%	-5%	nt
COc1ccc(NC(=O)C2CCCN(S(=O)(=O)c3cccs3)C2)cc1 (stereo not given)	nt	nt	-10	nt	nt	1%	-1%	-4%	nt
CC(C)CCNC(=O)C1(O)c2ccccc2NC(=O)N1c1ccc(Cl)cc1 (stereo not given)	-10	-4%	2	16%	23%	-5%	-6%	5%	2%
Oc1ccc2ccccc2c1CN1CCCCC1	13	5%	0	-2%	0%	-3%	24%	?	-6%
O=C(CCc1ccccc1)N1CCN(c2ccc(Cl)cc2)CC1	9	5%	6	3%	5%	-7%	2%	-11%	1%
CCOc1ccc2nc(NC(=O)C3(C)CC3(Br)Br)sc2c1 (stereo not given)	-16	?	7	1%	-15%	-3%	-27%	-10%	?
COc1ccc([N+](=O)[O-])cc1N(CC(O)CN1C(=O)NC(C)(C)C1=O)S(=O)(=O)c1ccccc1 (stereo not given)	-8	-10%	-5	-1%	-10%	-1%	15%	4%	-19%
C#CCCCc1nc2ccccc2c(=O)n1N	9	1%	5	16%	5%	14%	5%	1%	-6%
CCOc1ccc(CN2CCNC(=O)C2CC(=O)NCc2csc(C)n2)cc1 (stereo not given)	2	1%	0	0%	-3%	2%	-6%	1%	10%

Going on with the list.
| SMILES | IL-1B inflam inh | MCF10A rereplic | DRD3 agonist | HT1080NT lethal | HT1080 IDH1KD tx | HEK293 tox | KB-V1 cytotox | KB-3-1 cytotox | SW480 rereplic |
| --- | --- | --- | --- | --- | --- | --- | --- | --- | --- |
| CCn1c(SCC(=O)N/N=C/C=C/c2ccco2)nnc1-c1ccccc1 | 0 | 2% | 5 | 1% | 1% | 81%[activator] | ? | -10% | -5% |
| COc1cc2c(cc1OC)C(c1ccccc1)N(Cc1ccc(S(=O)(=O)NC(=O)c3ccco3)cc1)CC2 (stereo not given) | 16 | nt | -2 | 0% | -8% | 6% | -14% | -2% | nt |
| COc1cccc(-c2cnc(OC(C)(C)C)nc2OC(C)(C)C)c1 | 0 | 6% | 3 | 18% | 18% | -1% | 5% | ? | -3% |
| COC(=O)[C@]1(C)N[C@H](c2ccc(-c3cccc(Cl)c3)c(OC)c2)[C@@H]2C(=O)N(C)C(=O)[C@@H]21 | -2 | -2% | 2 | 10% | -4% | 2% | -1% | -2% | ? |
| COc1ccc2cc(CN(Cc3cccnc3)S(=O)(=O)c3ccccc3)c(=O)[nH]c2c1 | 0 | 11% | -6 | -7% | -2% | -6% | 16µM* | ? | 7% |
| C[C@@H]1CN([C@H](C)CO)C(=O)CCCn2nncc2CO[C@H]1CN(C)C(=O)C1CC1 | 6 | nt | -6 | 7% | 4% | -38% | ? | -12% | nt |
| CCCCn1c2c(cc(C(=O)OC)c1=O)C(=O)CCC2 | 16 | -22% | 15 | 5% | 4% | 3% | 0% | 0% | -6% |
| COc1ccc(NC(=O)/C=C/c2cccc(C(F)(F)F)c2)cn1 | ? | 6% | 0 | ? | -27% | -10% | 0% | -1% | 8% |

A draw from above in order of SMILES length, falling.
| SMILES | IL-1B inflam inh | MCF10A rereplic | DRD3 agonist | HT1080NT lethal | HT1080 IDH1KD tx | HEK293 tox | KB-V1 cytotox | KB-3-1 cytotox | SW480 rereplic |
| --- | --- | --- | --- | --- | --- | --- | --- | --- | --- |
| CC(=O)OC[C@H]1O[C@@H](O[C@H]2C[C@]3(C)C(C[C@@H](O)C4C([C@]5(C)CC[C@@H](C(C)(C)O)O5)CC[C@]43C)[C@@]3(C)CC[C@H](O)C(C)(C)C23)[C@H](O[C@@H]2O[C@@H](C)[C@H](O)[C@@H](O)[C@H]2O)[C@@H](O)[C@@H]1O (stereo not given in full) | 3 | 16% | 16 | 1% | 14% | -12% | 0% | 15% | -10%[9.22 µM] |
| COc1ccc(NS(=O)(=O)c2cc(NC(=O)C3=NN(c4ccccc4)C(=O)CC3)ccc2C)cc1 | 8 | 2% | 3 | -2% | -27% | -7% | ? | 13% | -1% |
| COc1cccc(-c2cnc(OC(C)(C)C)nc2OC(C)(C)C)c1 | 0 | 6% | 3 | 18% | 18% | -1% | 5% | ? | -3% |
| O=C(CCc1ccccc1)N1CCN(c2ccc(Cl)cc2)CC1 | 9 | 5% | 6 | 3% | 5% | -7% | 2% | -11% | 1% |

(continued)
| SMILES | IL-1B inflam inh | MCF10A rereplic | DRD3 agonist | HT1080NT lethal | HT1080 IDH1KD tx | HEK293 tox | KB-V1 cytotox | KB-3-1 cytotox | SW480 rereplic |
| --- | --- | --- | --- | --- | --- | --- | --- | --- | --- |
| CCOCCn1c(C(C)O)nc2ccccc21 (stereo not given) | -10 | -2% | -1 | 15% | 18% | 16% | 11% | 5% | 2% |
| CCOC(=O)N1CCN(C(=O)CN(C2CCCCC2)S(=O)(=O)c2ccc(F)cc2)CC1 | 0 | 13% | 6 | 5% | 13% | -3% | -25% | 15% | -4% |
| COc1cccc(/C=N/NC(=O)C(=O)N/N=C/c2cccc(OC)c2OC)c1OC | 6 | 7% | 2 | ? | 23µM* | 11% | 0% | 6% | 16µM* |
| CCNC(=O)C1(C)CCCN(C(=O)c2cccnc2Oc2ccccc2)C1 (stereo not given) | 21 | nt | 7 | 17% | 17% | 0% | 3% | 0% | nt |
| CCC(=O)n1nc(-c2ccc(Cl)cc2)nc1NCc1ccccc1 | -17 | 0% | -6 | -28% | ? | 1% | 0% | -27% | 19% |
| COC(=O)CN1C(=O)[C@H]2[C@@H](/C=C/c3ccccc3)N3C(=O)CN(CCO)C(=O)[C@@]3(Cc3ccccc3)[C@H]2C1=O | 17 | -21% | 14 | 9% | 7% | 0% | 19% | 1% | -5% |
| O=C(NCCC(=O)N(Cc1ccco1)Cc1cccs1)c1ccccc1Cl | -14 | 0% | -4 | -3% | -5% | 3% | -8% | -2% | -8% |
| O=C(COC(=O)c1cc(=O)[nH]c2ccccc12)NCc1ccc(Cl)cc1 | -18 | 9% | 2 | 13% | 7% | 7% | 28% | 1% | -1% |
| Fc1cccc(NC(=S)NCc2ccccc2Cl)c1 | ? | 0% | -8 | ? | ? | -92% | -8% | -18% | 9% |
| Cc1ccc(-n2nc3c(c2NC(=O)c2ccc(F)c(F)c2)CS(=O)(=O)C3)cc1 | ? | ? | -13 | -18% | -3% | 0% | nt | nt | -2% |
| NC(=O)c1ccccc1OCC(=O)Nc1ccc(Cl)c(Cl)c1 | 2 | -3% | -7 | 2% | 7% | 0% | -8% | 3% | -6% |
